MCL1-BIM inh: inhibitors of MCL1 binding to BIM-BH3, primary screen, biochemical, fluorescence polarization; inhibition, % at 10.9 µM; Induced myeloid leukemia cell differentiation protein Mcl-1 (Homo sapiens), Q07820; AID 2057, 2009; GST-MCL1 / FITC-Bim-BH3 fluorescence polarization; 320,000 tested, 0.68% active;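 active = inhibition above the mean inhibition of all tested compounds plus 3 SD, set per campaign, cut at about 40% in these data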;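 also: 0% = DMSO wells and 100% = unlabeled Bim-BH3 peptide control; higher means more loss of mP so more displacement of Bim peptide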
GLD-1 TGE inh: GLD-1/TGE RNA complex disruptors, primary screen, biochemical, fluorescence polarization. 320,000 tested, 0.44% active. purified GLD-1 + fluorescein TGE RNA. AID 2280, 2010. Female germline-specific tumor suppressor gld-1 (Caenorhabditis elegans), Q17339. inhibition, % at 5.96 µM;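 active = percent inhibition above a per-plate cutoff, the plate mean of test compounds plus 3 SD, cut at about 30% in these data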;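 also: 0% = DMSO wells with GLD-1 and probe and 100% = wells lacking GLD-1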
Target sequence (Q17339 whole entry, looked up): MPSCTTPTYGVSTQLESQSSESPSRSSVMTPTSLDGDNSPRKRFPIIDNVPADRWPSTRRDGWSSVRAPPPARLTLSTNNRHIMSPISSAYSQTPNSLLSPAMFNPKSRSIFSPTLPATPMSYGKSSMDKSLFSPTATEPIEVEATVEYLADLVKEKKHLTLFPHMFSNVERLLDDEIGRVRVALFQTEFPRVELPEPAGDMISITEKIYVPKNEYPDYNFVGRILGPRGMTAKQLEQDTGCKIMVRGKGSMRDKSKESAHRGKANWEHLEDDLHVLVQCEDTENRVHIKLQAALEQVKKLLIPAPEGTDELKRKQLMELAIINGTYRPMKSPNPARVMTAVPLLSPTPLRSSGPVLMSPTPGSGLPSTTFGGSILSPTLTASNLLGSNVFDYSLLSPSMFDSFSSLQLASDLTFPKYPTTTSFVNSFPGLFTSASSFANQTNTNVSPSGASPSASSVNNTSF
EBNA-1 inh: EBNA-1 DNA-binding inhibitors, primary screen, biochemical, fluorescence polarization; AID 1950, 2009; 300,000 tested, 0.34% active; inhibition, % at 14.8 µM; in the data active = inhibition above about 28%
Efflux pump inh: inhibitors of Candida efflux pumps in yeast, primary screen, S. cerevisiae, Nile Red, multiplex | S. cerevisiae Candida pump triplex | inhibition, % at 10 µM | 330,000 tested, 0.44% active;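 active = plate passing quality check with inhibition over a set limit, or well fluorescence over plate mean plus 4 SD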;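 also: Nile Red retained in pooled yeast measured as flow cytometry median fluorescence; 0% = buffer negative control and 100% = Enniatin B positive control; higher means more Nile Red kept so more efflux inhibition; some compounds called inactive have numbers as strong as hits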
ZTA DNA inh: ZTA (EBV) inhibition in EBNA-1 counter-screen | 320,000 tested, 0.15% active | inhibition, % at 11 µM | P03206 | ZTA-DNA binding, fluorescence polarization; in the data active = inhibition above about 33%
Target sequence (P03206 whole entry, looked up): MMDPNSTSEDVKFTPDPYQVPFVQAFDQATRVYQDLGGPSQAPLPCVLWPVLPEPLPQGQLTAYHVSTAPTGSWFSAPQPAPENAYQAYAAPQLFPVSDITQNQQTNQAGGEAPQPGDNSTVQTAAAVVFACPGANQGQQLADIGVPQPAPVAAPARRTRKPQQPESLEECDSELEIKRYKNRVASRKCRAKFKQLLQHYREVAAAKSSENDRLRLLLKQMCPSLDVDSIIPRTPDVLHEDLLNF
Fam108B counter: mouse Fam108B serine hydrolase inhibitors, primary screen, counter-screen for RBBP9 inhibitor project, biochemical, fluorescence polarization; 300,000 tested, 0.33% active; recombinant Fam108B, FP-Rh probe fluorescence polarization; inhibition, % at 9.51 µM; AID 1947, 2009;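 active = inhibition above the screen mean inhibition plus 3 SD, computed separately per campaign, cut at about 18% in these data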;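 also: inhibitors lower polarization as less probe binds the enzyme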
MEX-5 binding: MEX-5 zinc finger RNA-binding disruptors – biochemical, C. elegans, fluorescence polarization, MLPCN library, primary screen; Zinc finger protein mex-5 (Caenorhabditis elegans), Q9XUB2; MEX-5/FITC-TCR2 RNA binding; active compounds read low; 300,000 tested, 0.38% active; AID 1832, 2009; activity score (negative = inhibition of binding), % at 10 µM;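 active = inhibition past about -25% in most replicates, and total fluorescence under double the plate's negative control median, limit read from the data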;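 also: 0% = DMSO and -100% = 5 µM competing unlabeled TCR2 RNA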
Yeast superoxide: reduction of superoxide in aged yeast, primary screen, HTS; superoxide response (% of plate mean), % at 10 µM; S. cerevisiae aged cells, superoxide DHE fluorescence; active compounds read low; 330,000 tested, 0.18% active;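 active = superoxide response under a set limit, about three screen SD below normal, cut at about 65% in these data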;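 also: yeast aged for seven days with compound at 30 °C before DHE staining; 100% = average MFI of all compound-treated wells on the plate with controls excluded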
Bcl-xL primary: inhibitors of human Bcl-xL, primary screen, biochemical, fluorescence polarization, HTS; 320,000 tested, 0.7% active; inhibition, % at 10.9 µM; GST-Bcl-xL / FITC-Bim BH3 peptide fluorescence polarization;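 active = inhibition above the mean of all tested compounds plus 3 SD, cutoff set per campaign, cut at about 30% in these data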;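 also: 0% = DMSO wells and 100% = unlabeled Bim-BH3 peptide competitor; inhibitors lower millipolarization by displacing the labeled peptide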
Target sequence (Q07817 whole entry, looked up): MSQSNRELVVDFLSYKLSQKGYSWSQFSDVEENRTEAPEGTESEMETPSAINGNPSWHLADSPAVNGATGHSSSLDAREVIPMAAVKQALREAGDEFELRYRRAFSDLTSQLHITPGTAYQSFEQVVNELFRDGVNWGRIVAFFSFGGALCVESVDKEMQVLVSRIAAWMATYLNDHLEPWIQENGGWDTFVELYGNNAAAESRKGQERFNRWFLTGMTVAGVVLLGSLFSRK
* marks the source's active call; other numbers are inactive results.

SMILES	MCL1-BIM inh	GLD-1 TGE inh	EBNA-1 inh	Efflux pump inh	ZTA DNA inh	Fam108B counter	MEX-5 binding	Yeast superoxide	Bcl-xL primary
COc1ccccc1CNC(=O)C(C)n1cccc1C(=O)c1ccccc1 (centres undefined)	6	8	-14	-0.1	-6	0	5.3	73	0
CCOc1ccc(NC(=O)c2ccccc2NS(=O)(=O)c2ccc(F)cc2)c([N+](=O)[O-])c1	4	1	5	-0.2	2	7	-5.6	79	3
O=C(CSc1nc(-c2ccccc2)ns1)NCC1CCCO1 (centres undefined)	6	2	-3	0.0	-11	3	0.1	102	6
O=C(NCCc1c[nH]c2ccccc12)C(=O)NCC(c1cccnc1)N1CCN(c2ccccc2)CC1 (centres undefined)	-1	-1	3	0.0	6	2	-1.0	112	1
Cc1cc(=O)n2c3c(cccc13)CCC2	2	-2	-1	-0.1	-6	0	-4.7	111	2
Nn1c(SCC(=O)N2CCOCC2)nnc1-c1ccco1	1	4	-4	0.1	4	3	2.9	96	-2
CCCC(=O)Nc1ccc(-c2nc3cc(C)c(C)cc3o2)c(O)c1	3	5	6	0.1	2	2	0.0	99	-1
CS(=O)(=O)N1CCC(C(=O)Nc2ccc(Cl)c(Cl)c2)CC1	4	6	4	-0.6	-11	6	2.3	108	7
CS(=O)(=O)c1ccc(Cl)c(NC(=O)CCNC(=O)c2ccco2)c1	1	3	16	-0.5	5	-1	0.9	94	-1
O=C(CSc1nnc2ccc(-c3ccc(F)cc3)nn12)N1CCCC1	-2	3	4	0.0	1	-1	-3.0	93	1
Cn1cc(CNC(=O)c2ccc(OC3CCN(Cc4ccccn4)CC3)cc2)cn1	13	8	-8	-0.1	-23	-1	-5.3	98	9
CCOc1ccccc1CNS(=O)(=O)c1ccc2c(c1)oc(=O)n2C	-1	7	3	-0.2	9	3	0.7	105	-2
CCc1nnc(NC(=O)c2cccc(NC(=O)C(C)C)c2)s1	7	0	3	-0.2	-10	2	-1.5	86	4
O=C(Cn1nc(-c2cccc([N+](=O)[O-])c2)c2ccccc2c1=O)NCC1CCCO1 (centres undefined)	-1	5	-15	0.1	14	-2	0.6	115	4
O=C(COc1ccc(C(=S)N2CCOCC2)cc1)Nc1ccccc1C(F)(F)F	5	6	3	0.1	10	1	-1.1	95	7
CCCc1nc2sc3c(=O)n(N)cnc3c2c2c1COC(C)(C)C2	-5	4	-18	0.2	-4	1	0.7	95	2
COCCCNC(=O)c1ccc([N+](=O)[O-])cc1	9	7	9	-0.1	-2	2	-2.8	104	5
O=C1NC(c2ccccn2)Nc2sc3c(c21)CCC3 (centres undefined)	32	22	-10	-0.1	-11	-1	-12	116	26
COCCn1nnnc1C(c1ccc(OC)c(OC)c1)N1CCN(C(=O)c2ccco2)CC1 (centres undefined)	2	-2	2	0.1	11	3	-0.8	115	1
Cc1ccc(C)c(N2CCN(S(=O)(=O)c3c(C)[nH]c(C)c3C(=O)N3CCCC3)CC2)c1	6	-4	-12	0.5	7	5	1.7	84	-2
COC(=O)c1c(NC(=O)c2ccco2)sc(C(=O)Nc2ccc(F)cc2)c1C	2	-1	7	0.1	15	2	0.6	101	2
O=C(O)c1ccc(N/N=C/c2ccc(-c3ccccc3Cl)o2)cc1	-2	-1	-3	-0.1	-5	8	-3.1	82	5
CCCN(CCC)S(=O)(=O)c1cccc(C(=O)N=c2sccn2C)c1	8	6	5	0.1	-19	1	0.0	108	4
O=C(CCC1CCCN(C(=O)C2=CCCCC2)C1)N1CCN(c2ccccn2)CC1 (centres undefined)	11	0	0	-0.1	-1	-1	6.2	96	4
Cc1cc(NC(=O)CCCC(=O)Nc2ccc(F)cc2)no1	3	-4	-9	0.1	6	-1	1.0	110	-5

Brought forward from above: 2 compounds, then new ones.
SMILES	MCL1-BIM inh	GLD-1 TGE inh	EBNA-1 inh	Efflux pump inh	ZTA DNA inh	Fam108B counter	MEX-5 binding	Yeast superoxide	Bcl-xL primary
O=C(CCC1CCCN(C(=O)C2=CCCCC2)C1)N1CCN(c2ccccn2)CC1 (centres undefined)	11	0	0	-0.1	-1	-1	6.2	96	4
Cc1cc(NC(=O)CCCC(=O)Nc2ccc(F)cc2)no1	3	-4	-9	0.1	6	-1	1.0	110	-5
O=S(=O)(Cc1ccc(Cl)cc1)N1CCN(c2ncccn2)CC1	5	3	10	0.0	-3	-5	2.7	93	4
CC(CC(=O)Nc1ccc(F)c([N+](=O)[O-])c1)c1ccccc1 (centres undefined)	3	0	7	-0.2	11	1	-2.1	98	6
CN(C)c1ccc(/C=N/NC(=O)c2ccnn2C)cc1	1	7	8	-0.1	-9	1	0.7	86	2
COc1ccc(C(=O)Nc2nnc(SCC(=O)Nc3ccc(NC(C)=O)cc3)s2)c(OC)c1	-8	-2	7	0.0	8	-12	-0.9	104	0
O=C(Nc1ccc2nc3n(c(=O)c2c1)CCCC3)c1ccccc1F	4	-1	5	0.2	-25	-4	3.0	98	2
CCOC(=O)c1[nH]c2ccccc2c1NC(=O)c1ccco1	1	2	-21	0.2	4	3	0.3	110	0
CCCN1C(=O)C(O)(c2c(C)[nH]c3ccccc23)c2ccccc21 (centres undefined)	0	8	-18	0.0	-4	-1	-1.2	102	4
COc1ccccc1OCc1nc2ccccc2n1C	-5	-3	-7	0.0	-10	-1	-0.8	100	-3
C/C=C/c1ccc(OCC(=O)Nc2ccc(C(N)=O)cc2)c(OC)c1	3	7	0	0.0	4	-3	-0.9	87	20
Cc1ccc2cccc(NC(=S)NC(=O)c3c(Br)cnn3C)c2n1	9	6	8	0.2	9	-8	2.6	101	4
COc1ccc(OC)c(CNc2ncc(-c3cccc([N+](=O)[O-])c3)n2C)c1	1	9	-4	0.0	12	3	1.6	92	4
Cc1cc(C)c2c3c(sc2n1)C(c1cccc(F)c1)C(C#N)=C(N)O3 (centres undefined)	9	5	-15	0.1	-12	3	-2.5	134	7
CC(NC(=O)c1ccc2c(c1)OCO2)C1CCCO1 (centres undefined)	1	1	-2	-0.1	15	-1	-4.1	106	6
COc1ccc(C(c2oc(CO)cc(=O)c2O)c2oc(CO)cc(=O)c2O)cc1	-1	-2	-4	0.1	-7	0	-0.3	109	-1
COc1ccc(NC(=O)/C(C#N)=C\c2ccc(-c3cccc(C(=O)O)c3C)o2)cc1	7	3	15	-0.1	20	-2	-0.9	99	8
CCOc1ccccc1NS(=O)(=O)c1ccc2c(c1)n(C)c(=O)c(=O)n2C	-15	-1	6	-0.1	-11	0	1.8	102	-11
O=C(CC(c1ccccc1)c1ccco1)N1CCOCC1 (centres undefined)	4	0	2	-0.1	3	4	3.1	94	2
O=C(O)c1cncc(SCc2ccccc2)n1	0	-4	0	0.0	5	-2	1.8	111	2
O=c1cc(O)c2ccccc2n1Cc1ccccc1	-5	8	-2	0.1	5	-3	0.2	105	2
O=C(CSc1nnc(NC(=O)Cc2ccc(F)cc2)s1)NCc1ccco1	7	7	-12	-0.3	-2	1	2.6	110	5
COc1ccc(NC(=O)C2CCN(S(=O)(=O)c3c(C)noc3C)CC2)cc1	6	-3	4	-0.2	4	-2	0.0	93	3
COc1cc(C(=O)Nc2ccc3c(c2)CCCN3C(=O)c2ccco2)c([N+](=O)[O-])cc1OC	3	-1	1	0.1	-9	-3	0.8	98	1
COC(=O)CC/C(O)=C1/C(=N)CC(C)(C)CC1=O	10	10	-4	0.1	6	4	3.1	99	8
Cc1ccccc1CNC(=O)c1cc(COc2ccc(F)cc2F)on1	2	0	-9	0.0	-3	2	-2.3	105	5
O=C(CNS(=O)(=O)c1ccccc1)N1CCN(Cc2ccccc2)CC1	4	1	-6	0.0	7	0	0.7	104	6

Overlap with the part before: 5 compounds, then new ones.
SMILES	MCL1-BIM inh	GLD-1 TGE inh	EBNA-1 inh	Efflux pump inh	ZTA DNA inh	Fam108B counter	MEX-5 binding	Yeast superoxide	Bcl-xL primary
COc1ccc(NC(=O)C2CCN(S(=O)(=O)c3c(C)noc3C)CC2)cc1	6	-3	4	-0.2	4	-2	0.0	93	3
COc1cc(C(=O)Nc2ccc3c(c2)CCCN3C(=O)c2ccco2)c([N+](=O)[O-])cc1OC	3	-1	1	0.1	-9	-3	0.8	98	1
COC(=O)CC/C(O)=C1/C(=N)CC(C)(C)CC1=O	10	10	-4	0.1	6	4	3.1	99	8
Cc1ccccc1CNC(=O)c1cc(COc2ccc(F)cc2F)on1	2	0	-9	0.0	-3	2	-2.3	105	5
O=C(CNS(=O)(=O)c1ccccc1)N1CCN(Cc2ccccc2)CC1	4	1	-6	0.0	7	0	0.7	104	6
CCCCC(=O)Nc1c(O)c2ccccc2[nH]c1=O	-2	-1	-1	0.1	2	4	-1.8	97	-1
CC(Oc1ccc(Br)cc1)C(=O)NCC(c1ccco1)N1CCCCC1 (centres undefined)	4	4	-5	0.1	-1	0	0.1	95	2
CC(C)CC(C(=O)NC(=O)NCc1ccccc1)N1C(=O)c2ccccc2C1=O (centres undefined)	2	6	-8	0.0	22	-1	0.4	79	9
CNC(=O)CSc1nnc(-c2ccco2)n1-c1ccccc1	4	3	1	0.1	-5	4	-0.3	115	2
C[C@@H]1C(=O)O[C@H]2[C@H](O)[C@@]34[C@H]5C[C@@H](C(C)(C)C)[C@]36[C@@H](OC(=O)[C@@H]6O)O[C@@]4(C(=O)O5)[C@@]12O	-6	-5	3	-0.2	-7	-1	0.1	90	-1
O=C(NC1CCN(S(=O)(=O)c2ccc(F)cc2)CC1)c1cccc(F)c1	-5	1	1	0.1	-25	-2	-5.1	110	-2
Cc1ccc(S(=O)(=O)n2ccc(=O)[nH]2)cc1	5	0	-1	-0.1	-7	-2	1.9	93	5
Cc1ccc(NC(=S)N/N=C2\CCCCC2C)cc1 (centres undefined)	8	6	-6	0.1	-4	-2	0.3	88	5
COC(=O)CCN(C(=O)c1cccc([N+](=O)[O-])c1)c1ccccn1	-4	6	-10	0.1	-1	-2	3.6	100	3
COc1ccc(-n2c(C)nc3cc(C(=O)NCc4ccco4)ccc32)cc1	9	3	0	0.0	1	4	-0.2	108	1

From PubChem BioAssay
